GalR3 antag: blocks the human galanin receptor 3; O60755; HEK293 GalR3-CNG cAMP membrane potential fluorescence; galR3 body fused to GalR1 C-terminus; inhibition, % at 3 µM; 0.44% of 360,000 active;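 active means inhibition above the screen-wide average plus 3 SD, cut at about 13% in these data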;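 further: forskolin and galanin both at EC90 stimulate the cells; cAMP rise reported by CNG channel membrane potential dye signal; 0% = forskolin plus galanin with DMSO and 100% = forskolin alone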
Target sequence (O60755 1-299 limits assumed): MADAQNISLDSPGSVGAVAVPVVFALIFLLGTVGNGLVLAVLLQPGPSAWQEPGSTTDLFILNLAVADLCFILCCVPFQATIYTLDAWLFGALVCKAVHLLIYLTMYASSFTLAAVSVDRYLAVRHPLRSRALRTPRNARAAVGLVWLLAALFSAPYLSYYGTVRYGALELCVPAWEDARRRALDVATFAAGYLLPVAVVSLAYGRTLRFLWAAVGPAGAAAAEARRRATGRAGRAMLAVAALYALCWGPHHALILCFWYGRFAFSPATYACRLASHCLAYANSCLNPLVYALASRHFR
CRFBP-R2 block: blocks CRF-induced signaling of the CRF-BP/CRF-R2 complex; HEK293 CRF-R2/CRF-BP, CRF-induced calcium fluorescence; inhibition, % at 11.8 µM; 0.59% of 350,000 active; AID 588475;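 active means inhibition of the ligand-induced calcium signal above about 50% at the single tested concentration, limit read from the data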
An asterisk follows results filed as active. This is a subset (hit frequency here may not be typical).

compound	CRFBP-R2 block	GalR3 antag
CCCCCCNC(=O)OC12CN(C(=O)OC(C)C)N(C(=O)OC(C)C)CC1(O)CN(S(=O)(=O)c1ccc(C)cc1)C2 (configuration not stated)	-7.2	-4.7
O=c1ccc2c(ccc3ncccc32)o1	43.0	2.6
O=C(CSc1ccccc1F)NCC(c1ccco1)N1CCCCC1 (configuration not stated)	1.5	3.4
O=C(CSc1ncccn1)NC1CCCC1	5.8	-6.1
c1ccc(C2=NCCCO2)cc1	-2.8	-7.1
CC(=O)NC1CC2CCCC(C1)N2C(=O)Nc1ccc(Cl)cc1 (configuration not stated)	22.6	-5.9
CN(Cc1ccc2nsnc2c1)C(=O)C1CCC(=O)N(CCc2ccccc2)C1 (configuration not stated)	-4.1	-3.4
O=C(CC1C(=O)NCCN1Cc1ccccc1)NC1CCCCC1 (configuration not stated)	-4.4	-8.7
COc1ccccc1S(=O)(=O)N(C)C[C@@H]1OCc2cn(nn2)CCCC(=O)N([C@@H](C)CO)C[C@H]1C	-4.8	-2.2
O=C(O)c1c(Cl)c(Cl)c(Cl)c(Cl)c1C(=O)OCC1CCCO1 (configuration not stated)	4.5	-2.9
O=c1c(N=Nc2ccccc2)c[nH]n1-c1ccccc1	-14.1	-7.1
Cc1noc(C)c1NC(=O)N(C)C[C@H]1OCc2cn(nn2)CCCC(=O)N([C@@H](C)CO)C[C@@H]1C	-0.9	-6.4
O=C1CN(C(=O)CN2CCN(S(=O)(=O)c3ccccc3)CC2)c2ccccc2N1	2.2	-2.5
Cc1nn(CC(C)C)c(Cl)c1C(=O)N(C)CC(=O)Nc1ccc(Cl)cc1	-2.1	-4.8
Cc1[nH]c2ccccc2c(=O)c1CNCc1ccccc1	-17.7	-4.4
C[C@@H]1CN([C@H](C)CO)C(=O)CCCn2nncc2CO[C@@H]1CN(C)C(=O)Nc1cccc2ccccc12	-12.1	-4.0
COC(=O)[C@@H](NS(=O)(=O)c1cc(Br)ccc1Br)C(C)C	-13.7	-3.3
C[C@@H]1CN([C@@H](C)CO)S(=O)(=O)c2ccc(-c3ccc(C#N)cc3)cc2O[C@@H]1CN(C)Cc1ccccn1	8.7	0.1
CCN(CC)C(=O)C1=C(C)N(Cc2ccccc2)C(=O)C(CC(=O)NCc2cccc3ccccc23)C1 (configuration not stated)	-3.1	-6.2
CCOC(=O)N1CCN(C(=O)c2ccc3oc(CCc4ccccc4)nc3c2)CC1	-12.2	-4.8
CCOC(=O)C1=C(C)NC(C)=C(C(=O)OCC)C1c1ccc(OC)c(OC)c1	20.6	-3.4
Cc1ccccc1OCCC(=O)Nc1ccc(S(=O)(=O)N2CCCC2)cc1	13.4	-3.6
COc1ccc(OC)c(CN2CCN(C(=O)c3cc(S(=O)(=O)N4CCOCC4)ccc3C)CC2)c1	3.2	1.5
CC1=C(C(=O)N2CCOCC2)CC(CC(=O)NCc2cccc3ccccc23)C(=O)N1CCCN1CCCC1=O (configuration not stated)	-0.2	-7.3
Cc1ccc2nc3n(c(=O)c2c1)-c1cc2ccccc2cc1C(=O)NC3Cc1ccccc1 (configuration not stated)	1.1	-7.1
COCCNC(=S)N1CCC2CC1c1c(Cl)cccc12 (configuration not stated)	3.8	-5.4
Cc1ccc(C(=O)NCC(=O)OCC(=O)N(CC(C)C)c2c(N)n(Cc3ccccc3)c(=O)[nH]c2=O)s1	1.2	-5.9
CC(NS(=O)(=O)c1ccc2[nH]c(=O)[nH]c2c1)c1ccc(F)cc1 (configuration not stated)	20.3	-3.6
C[C@@H]1CN([C@@H](C)CO)S(=O)(=O)c2ccc(-c3ccc(C(=O)N(C)C)cc3)cc2O[C@@H]1CN(C)Cc1ccccc1C(=O)O	-10.2	-4.1
CC(=O)c1sc(NC(=O)CCc2ccccc2)nc1C	18.0	-7.2
CCc1cc(-c2nnn(CCC3COCCO3)c2CC)cc(CC)c1-c1cn(CCc2c[nH]c3ccccc23)nn1 (configuration not stated)	-5.0	-7.0
COc1ccccc1N(C)S(=O)(=O)c1ccc(C(=O)N(C)Cc2cccc(F)c2)cc1	0.9	-6.7
COc1ccc(N2CC(C)(C)[C@H](CC(=O)Nc3ccccc3)C2=O)cc1	1.6	-5.6
O=[N+]([O-])c1ccc2oc(/C=C/c3ccc(O)cc3)nc2c1	-21.0	-5.7
C#CCN(C[C@H]1[C@H](OC(=O)NCc2ccco2)[C@H](OC(=O)NCc2ccco2)C[C@H]2C(=O)N(c3ccccc3)C(=O)[C@@H]12)S(=O)(=O)c1ccc(C)cc1	-2.6	-7.0
Cc1ccccc1N1Cc2ccccc2C1=O	-7.1	-7.9
C[C@H](O)[C@@H]1C(=O)N2CCc3c([nH]c4ccccc34)[C@@H]2C[C@@H]1N(C)Cc1ccc(Cl)cc1	10.8	-5.5
c1ccc(CNCc2ccc(CNCc3ccccc3)cc2)cc1	-22.4	-7.5
CCCC#Cc1ccc2c(c1)O[C@H](CN(C)S(=O)(=O)c1cccc(OC)c1)[C@H](C)CN([C@H](C)CO)S2(=O)=O	0.2	-5.5
Cc1cc(C)c(NC(=O)C2CCN(S(C)(=O)=O)CC2)c(C)c1	-9.5	-2.8
O=C(c1ccc2ccccc2c1)c1cccc(F)c1C(=O)O	23.8	-7.4
C[C@@H]1CN([C@@H](C)CO)C(=O)c2cc(Br)cnc2O[C@H]1CN(C)C(=O)c1cccc(F)c1	-8.9	-0.9
COc1ccccc1S(=O)(=O)N(C)C[C@@H]1Oc2ncc(-c3ccc(C)cc3)cc2C(=O)N([C@H](C)CO)C[C@@H]1C	7.9	-5.2
COc1ccccc1NC(=O)COC(=O)c1ccc2c(=O)n3c(nc2c1)CCC3	5.0	-7.9
COc1cc(-c2c(NC(=O)c3ccco3)oc3ccc(Cl)cc3c2=O)cc(OC)c1OC	12.5	-6.6

Overlap with the part before: two compounds, then new ones.
compound	CRFBP-R2 block	GalR3 antag
COc1ccccc1NC(=O)COC(=O)c1ccc2c(=O)n3c(nc2c1)CCC3	5.0	-7.9
COc1cc(-c2c(NC(=O)c3ccco3)oc3ccc(Cl)cc3c2=O)cc(OC)c1OC	12.5	-6.6
C[C@@H]1CN([C@H](C)CO)C(=O)CCCn2nncc2CO[C@H]1CN(C)C(=O)Cc1ccccc1	-13.1	-3.1
O=C(O)c1ccc2c(c1)S(=O)(=O)c1cc(N3CCN(c4ncccn4)CC3)ccc1C2=O	-6.3	-1.6
CCOC(=O)c1c(C)nc(C)c(C(=O)OCC)c1-c1cccc([N+](=O)[O-])c1	7.8	-3.3
CN(Cc1ccccc1)C(=O)c1[nH]cnc1C(=O)Nc1ccccc1F	6.2	-2.8
O=C(NCC1CCCO1)c1ccc2c(c1)N(Cc1ccc(Cl)cc1)CCS2 (configuration not stated)	16.2	-7.7
COCCN(C(=O)COC(=O)Cc1ccc(Cl)cc1)c1c(N)n(Cc2ccccc2)c(=O)[nH]c1=O	-8.4	-5.2
CCCCN(C(=O)COC(=O)C1(c2ccccc2)CC1)c1c(N)n(CCC)c(=O)[nH]c1=O	-19.8	-3.9
NC(=O)c1ccc(NC(=O)COC(=O)c2ccccc2SCC(=O)N2CCCC2)cc1	-16.1	-0.3
C[C@H](CO)N1C[C@H](C)[C@@H](CN(C)S(=O)(=O)c2cccc(C#N)c2)OCc2cn(nn2)CCCC1=O	5.2	-5.0
CC1=C(C(=O)Nc2ccccc2C(=O)N2CCN(c3ccccc3)CC2)SCCO1	1.3	-3.3
[O-][N+](=Cc1ccccc1)CC1(O)CCCCC1	-1.4	-5.2
O=C(NCCCn1cccn1)c1cc(COc2ccccc2)on1	14.3	-7.5
O=C1CCN(CCCN2CCC(=O)N(Cc3ccccc3)C2=S)C(=S)N1Cc1ccccc1	-2.3	-3.2
C[C@H](NC(=O)c1ncn2c1C(=O)NC[C@@H]2C)c1ccccc1	5.3	-3.5
c1ccc(Sc2ccncc2)cc1	-3.6	-1.1

Reformatted: three of the compounds above
COc1ccc(OC)c(CN2CCN(C(=O)c3cc(S(=O)(=O)N4CCOCC4)ccc3C)CC2)c1
  CRFBP-R2 block: 3.2
  GalR3 antag: 1.5

CC1=C(C(=O)N2CCOCC2)CC(CC(=O)NCc2cccc3ccccc23)C(=O)N1CCCN1CCCC1=O (configuration not stated)
  CRFBP-R2 block: -0.2
  GalR3 antag: -7.3

Cc1ccc2nc3n(c(=O)c2c1)-c1cc2ccccc2cc1C(=O)NC3Cc1ccccc1 (configuration not stated)
  CRFBP-R2 block: 1.1
  GalR3 antag: -7.1

Other structures follow.
compound	CRFBP-R2 block	GalR3 antag
COc1ccc(S(=O)(=O)Nc2ccc3c(c2)C(=O)N([C@H](C)CO)C[C@H](C)[C@@H](CN(C)Cc2ccncc2)OCCCC[C@@H](C)O3)cc1	3.2	-5.5
COc1ccccc1S(=O)(=O)N(C)C[C@H]1OCc2cn(nn2)CCCC(=O)N([C@@H](C)CO)C[C@@H]1C	5.0	-3.4
C[C@H]1CN([C@@H](C)CO)C(=O)c2cc(Br)cnc2O[C@H]1CN(C)C(=O)c1ccc2c(c1)OCO2	-13.4	-5.4
Cc1ccc(-n2c(SCC(=O)NC3CCS(=O)(=O)C3)nc3ccccc3c2=O)c(C)c1 (configuration not stated)	-1.3	-8.8
Cc1cc2c(cc1C)C(=O)CCC2	8.4	-2.2
COc1cccc(-c2ccc(NC(=O)C3CCCN(Cc4cccc(C)n4)C3)cc2)c1 (configuration not stated)	-14.2	-6.9
Clc1nnc(NC2CCCCC2)c(Cl)c1Cl	-3.8	-4.5
CC(C)CC1C(=O)N(Cc2cn(Cc3ccco3)nn2)CCS(=O)(=O)N1Cc1ccc(-c2ccc(Cl)c(Cl)c2)cc1 (configuration not stated)	-8.1	-6.7
CC1=C(C#N)C(C)(C)C(C#N)=C(C)N1	-16.1	-1.4
Cc1nn(C)cc1CN(C)C(=O)C1CCC(=O)N(CCc2cccc(F)c2)C1 (configuration not stated)	-5.5	-6.1
C[C@H](CO)N1C[C@H](C)[C@@H](CN(C)S(=O)(=O)c2ccccc2)OCCCC[C@H](C)Oc2ccc(NC(=O)CCC(F)(F)F)cc2C1=O	-5.8	-6.7
CCC1Oc2ccccc2N(CC(=O)N2CC(C)CC(C)C2)C1=O (configuration not stated)	-14.7	-5.5
C[C@@H]1CN([C@H](C)CO)C(=O)c2cc(/C=C/c3ccccc3)cnc2O[C@H]1CN(C)C(=O)NC1CCCCC1	11.4	-4.3
C[C@@H]1CN([C@@H](C)CO)C(=O)c2cc(Br)cnc2O[C@H]1CN(C)Cc1cccc(C(=O)O)c1	9.2	-6.9
COc1ccc(CN2C(=O)C(CC(=O)NCC3CCCCC3)CC(C(=O)N(C)C)=C2C)cc1 (configuration not stated)	-6.8	-2.8
C=Cc1cnc([N+](=O)[O-])n1C	2.3	1.7
C[C@H](CO)N1C[C@H](C)[C@@H](CN(C)C(=O)c2cc(-c3ccccc3)on2)OCc2cn(nn2)CCCC1=O	5.7	-6.3
COC(=O)c1c(NC(=O)c2ccc(S(=O)(=O)N3CC(C)OC(C)C3)cc2)sc2c1CCN(C)C2 (configuration not stated)	12.4	-5.5
C[C@@H]1CN([C@@H](C)CO)C(=O)CCCn2nncc2CO[C@@H]1CN(C)S(=O)(=O)c1ccc(-n2cccn2)cc1	-3.8	-4.1
C[C@@H]1CN([C@@H](C)CO)S(=O)(=O)c2ccc(Br)cc2O[C@H]1CN(C)C(=O)Nc1ccc2c(c1)OCO2	-3.9	2.3
CC1CCC(C(O)(C(=O)c2ccccc2)c2ccccc2)C(=O)C1 (configuration not stated)	10.6	-4.3
O=C(COC(=O)/C=C/c1cccc(F)c1)NC1CCCCC1	0.0	-7.5
COc1cccc(/C=C/C(=O)OCC(=O)c2ccc(Br)cc2)c1	-0.7	-5.5
COc1cc(N(C(C)=O)c2ccc(O)cc2)c2ncccc2c1	-12.7	-2.4
COc1ccc(NC(=O)COc2ccccc2C(N)=O)cc1S(=O)(=O)N1CCCCC1	-14.7	-5.5
Cc1ccc(S(=O)(=O)N2CC3(O)CN(C(=O)OC(C)C)N(C(=O)OC(C)C)CC3(OC(=O)Nc3cccs3)C2)cc1 (configuration not stated)	-4.0	-7.7
Cc1c(C)c2cc(Cl)c(OCC(=O)Nc3ccccn3)cc2oc1=O	43.9	-6.3
Cc1ccc([C@H]2C[C@@H](O)[C@H](n3cc(-c4ccc(F)cc4)nn3)CN2C(=O)c2cccs2)cc1	1.0	-6.9
CN(Cc1ccco1)C(=O)c1cccc(S(=O)(=O)N2CCN(Cc3ccccc3)CC2)c1	3.0	4.6
Nc1ccc(S(=O)(=O)c2ccc(N3CCOCC3)c(N)c2)cc1	-11.5	-0.1
Cc1ccccc1SCC(=O)NCC1(N2CCCCC2)CCCCC1	-1.7	-7.7
Cc1cccc(-c2ccc3[nH]c4c(c3c2)CCN2C[C@@H]([C@H](C)O)[C@@H](N(C)C(=O)Nc3ccc(F)cc3)C[C@@H]42)c1	-11.7	-5.9
COc1cccc(S(=O)(=O)Nc2ccc3c(c2)[C@@H]2C[C@H](CC(=O)NCCc4ccccc4)O[C@H](CO)[C@@H]2O3)c1	12.7	-7.2
CC(=O)c1ccc(OCc2cc(C(=O)N(C)CC3COc4ccccc4O3)no2)cc1 (configuration not stated)	1.3	-3.8
